Assay outcomes: PubChem BioAssay, several laboratories
ZTA counter: blocks Epstein-Barr virus ZTA, an EBNA-1 counter-screen | ZTA-DNA binding, fluorescence polarization | P03206 | inhibition, % at 11 µM | 320,000 tested, 0.15% active; in the data active means inhibition above about 33%
Target sequence (P03206 whole entry, looked up): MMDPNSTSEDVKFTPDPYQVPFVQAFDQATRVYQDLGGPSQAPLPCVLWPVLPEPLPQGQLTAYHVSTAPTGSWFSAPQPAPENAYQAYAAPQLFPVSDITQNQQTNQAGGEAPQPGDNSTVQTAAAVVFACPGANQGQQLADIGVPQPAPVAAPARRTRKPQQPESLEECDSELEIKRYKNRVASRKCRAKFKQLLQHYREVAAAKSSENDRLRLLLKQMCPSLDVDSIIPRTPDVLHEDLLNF
PP5 inh: blocks human protein phosphatase 5 activity. 320,000 tested, 0.18% active. inhibition, % at 6.7 µM. purified PP5c, OMFP substrate fluorescence;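 active means inhibition above the campaign's mean inhibition across all tested compounds plus 3 SD, cut at about 9.5% in these data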;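 further: 0% = DMSO only and 100% = 100 µM cantharidin control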
EBNA-1 inhibitor: blocks EBNA-1 binding to DNA | EBNA-1 DNA binding, fluorescence polarization | inhibition, % at 14.8 µM | 300,000 tested, 0.34% active | AID 1950; in the data active means inhibition above about 28%
Efflux pump inh: antifungal efflux pump inhibition, Nile Red retention. inhibition, % at 10 µM. 330,000 tested, 0.44% active. S. cerevisiae Candida pump triplex. AID 485275;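 active means plate passing quality check with inhibition over a set limit, or well fluorescence over plate mean plus 4 SD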;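 further: Nile Red retained in pooled yeast measured as flow cytometry median fluorescence; 0% = buffer negative control and 100% = Enniatin B positive control; higher means more Nile Red kept so more efflux inhibition; some compounds called inactive have numbers as strong as hits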
HCV core dimer: blocks dimerization of HCV core protein; TR-FRET GST/Flag-core106 dimerization, 1536-well; inhibition, % at 5 µM; 300,000 tested, 0.33% active;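 active means inhibition above the mean of all tested compounds plus 3 SD, set per screening campaign, cut at about 45% in these data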
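System: GST/Flag-tagged HCV core106 proteins. Incubation: compound-protein-antibody incubation 4 h at 22.5 °C. Technique: HTRF with 340 nm excitation, 617/671 nm emission. Medium: KF-containing HEPES buffer, pH 7.45, DTT, CHAPS, BSA. Read-out: inhibition (%) from 671 over 617 nm ratio. Also added: Eu(K)-anti-GST 90 ng/mL plus XL665-anti-Flag 1 µg/mL.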
TPT1 inh: C. albicans TPT1 enzyme inhibition. recombinant caTPT1, FP RNA substrate dephosphorylation. inhibition, % at 5 µM. 300,000 tested, 0.81% active;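 active means inhibition above the mean of all tested compounds plus 3 SD, set per screening campaign, cut at about 24% in these data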;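 further: plate controls were DMSO alone for no effect and ferristatin control at 100 nM for full effect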
PREPL inhibitor: inhibits the human prolyl oligopeptidase-like enzyme; Q4J6C6; recombinant PREPL, fluorescence polarization activity-based probe; inhibition, % at 5.96 µM; 320,000 tested, 0.68% active; in the data active means inhibition above about 43%;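 further: 0% = enzyme with DMSO and 100% = wells lacking enzyme; many of its hits are not listed in these tables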
Target sequence (Q4J6C6 whole entry, looked up): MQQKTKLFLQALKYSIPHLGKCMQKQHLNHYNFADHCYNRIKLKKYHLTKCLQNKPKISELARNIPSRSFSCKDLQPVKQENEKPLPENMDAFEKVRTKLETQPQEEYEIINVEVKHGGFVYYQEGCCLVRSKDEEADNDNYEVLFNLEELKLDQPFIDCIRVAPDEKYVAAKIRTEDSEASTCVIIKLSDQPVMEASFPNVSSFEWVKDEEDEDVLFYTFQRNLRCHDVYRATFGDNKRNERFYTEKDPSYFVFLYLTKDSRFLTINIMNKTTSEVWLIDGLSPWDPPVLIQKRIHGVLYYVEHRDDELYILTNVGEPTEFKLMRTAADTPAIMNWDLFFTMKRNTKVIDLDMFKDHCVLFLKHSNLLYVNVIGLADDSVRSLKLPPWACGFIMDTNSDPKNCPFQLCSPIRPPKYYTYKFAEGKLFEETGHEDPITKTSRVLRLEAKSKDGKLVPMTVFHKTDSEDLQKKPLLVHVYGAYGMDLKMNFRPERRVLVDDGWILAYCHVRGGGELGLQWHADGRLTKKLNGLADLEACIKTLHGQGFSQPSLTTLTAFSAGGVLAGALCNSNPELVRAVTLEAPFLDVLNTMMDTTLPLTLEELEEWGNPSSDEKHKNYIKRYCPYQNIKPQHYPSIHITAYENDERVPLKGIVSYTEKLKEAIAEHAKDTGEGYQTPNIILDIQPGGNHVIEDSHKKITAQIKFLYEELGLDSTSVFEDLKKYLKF
Fh CTSL1 inh: cathepsin L1 inhibition, PFM18AAP counter-screen. recombinant F. hepatica cathepsin L1, Z-Leu-Arg-MCA fluorescence. inhibition, % at 5.96 µM. 300,000 tested, 0.49% active. AID 1906;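 active means inhibition above the mean of all tested compounds plus 3 SD, set per screening campaign, cut at about 17% in these data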;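 further: 0% = plate median of test compound wells and 100% = 1 µM Z-Phe-Ala-diazomethylketone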
PP1 inh: blocks human PP1-alpha phosphatase, a PP5 counter-screen | purified PP1alpha, OMFP fluorescence | P62136 | inhibition, % at 6.7 µM | 320,000 tested, 0.9% active;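 active means inhibition above the mean inhibition of all tested compounds plus 3 SD, computed separately for each screening campaign, cut at about 15% in these data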
Active calls of the source: *. This is a subset; count on the stated rates, not on these rows.

The opening 2 records, to show the layout:
Results for Cc1ccsc1CN(C)Cc1nc(C2CC2)no1 ?
ZTA counter: -3.5; PP5 inh: 4.5; EBNA-1 inhibitor: -10.8; Efflux pump inh: 0.5; HCV core dimer: 2.5; TPT1 inh: 2.7; PREPL inhibitor: -6.1; Fh CTSL1 inh: 1.1; PP1 inh: -2.8

What do the screens show for `CC(C)(C)c1cc(/C=C2\NC(=O)NC2=O)cc(C(C)(C)C)c1O`?
ZTA counter: -1.1; PP5 inh: 3.2; EBNA-1 inhibitor: 0.3; Efflux pump inh: -0.2; HCV core dimer: 7.0; TPT1 inh: 0.6; PREPL inhibitor: 0.4; Fh CTSL1 inh: 5.5; PP1 inh: 9.7

This part in full, from the start:
Results for Cc1ccsc1CN(C)Cc1nc(C2CC2)no1 ?
ZTA counter: -3.5; PP5 inh: 4.5; EBNA-1 inhibitor: -10.8; Efflux pump inh: 0.5; HCV core dimer: 2.5; TPT1 inh: 2.7; PREPL inhibitor: -6.1; Fh CTSL1 inh: 1.1; PP1 inh: -2.8

What do the screens show for `CC(C)(C)c1cc(/C=C2\NC(=O)NC2=O)cc(C(C)(C)C)c1O`?
ZTA counter: -1.1; PP5 inh: 3.2; EBNA-1 inhibitor: 0.3; Efflux pump inh: -0.2; HCV core dimer: 7.0; TPT1 inh: 0.6; PREPL inhibitor: 0.4; Fh CTSL1 inh: 5.5; PP1 inh: 9.7

How did Cc1cc(S(=O)(=O)NCC(c2ccc(F)cc2)N2CCN(C)CC2)ccc1F (centres undefined) do in these assays?
ZTA counter: -15.3; PP5 inh: 0.4; EBNA-1 inhibitor: -7.8; Efflux pump inh: 0.0; HCV core dimer: -4.4; TPT1 inh: -1.5; PREPL inhibitor: 6.3; Fh CTSL1 inh: -2.0; PP1 inh: 0.6

How did CCOC(=O)C1=NOC(CNC(=O)C2=NOC(CNC(=O)c3c(-c4ccccc4Cl)noc3C)C2)C1 (centres undefined) do in these assays?
ZTA counter: 4.2; PP5 inh: 3.4; EBNA-1 inhibitor: -8.0; Efflux pump inh: 0.0; HCV core dimer: 0.1; TPT1 inh: 1.0; PREPL inhibitor: 5.6; Fh CTSL1 inh: -0.6; PP1 inh: 2.2

Results for Cc1ccc(NC(=O)CCc2ccc(S(=O)(=O)NC3CCCCC3)cc2)cc1 ?
ZTA counter: 19.2; PP5 inh: 1.9; EBNA-1 inhibitor: -1.4; Efflux pump inh: -0.1; HCV core dimer: 8.5; TPT1 inh: -0.7; PREPL inhibitor: -24.2; Fh CTSL1 inh: 11.9; PP1 inh: 2.9

Results for COc1cc(C(=O)Nc2cccc(NC(=O)c3ccccc3)c2)cc(OC)c1OC ?
ZTA counter: 9.9; PP5 inh: 1.7; EBNA-1 inhibitor: 7.2; Efflux pump inh: 0.0; HCV core dimer: -3.1; TPT1 inh: 0.8; PREPL inhibitor: -7.0; Fh CTSL1 inh: 0.1; PP1 inh: -0.9

Results for Cc1cc(OCC(=O)NC2CCN(Cc3ccccc3)CC2)c2c(C)c(C)c(=O)oc2c1 ?
ZTA counter: -7.8; PP5 inh: 1.0; EBNA-1 inhibitor: 3.3; Efflux pump inh: -0.5; HCV core dimer: -10.9; TPT1 inh: 0.1; PREPL inhibitor: -8.8; Fh CTSL1 inh: -3.5; PP1 inh: -0.6

How did COc1ccc(NC(=O)Nc2ncccc2C)cc1 do in these assays?
ZTA counter: 14.1; PP5 inh: 2.9; EBNA-1 inhibitor: 11.9; Efflux pump inh: 0.1; HCV core dimer: -1.4; TPT1 inh: -1.4; PREPL inhibitor: 9.3; Fh CTSL1 inh: 0.9; PP1 inh: -0.9

Results for O=C(N/N=C/c1ccccc1O)NC12CC3CC(CC(C3)C1)C2 ?
ZTA counter: -1.3; PP5 inh: 5.9; EBNA-1 inhibitor: -0.3; Efflux pump inh: 0.2; HCV core dimer: 11.0; TPT1 inh: 1.2; PREPL inhibitor: 16.6; Fh CTSL1 inh: 4.7; PP1 inh: 2.0

Results for Cc1ccc(C(=O)NCCNC(=O)CN2CCOCC2)cc1 ?
ZTA counter: -10.9; PP5 inh: 1.4; EBNA-1 inhibitor: -6.7; Efflux pump inh: 0.0; HCV core dimer: -1.6; TPT1 inh: -3.7; PREPL inhibitor: -6.1; Fh CTSL1 inh: -1.6; PP1 inh: -1.7

Results for Cc1c(C(=O)N(CCc2ccccc2)Cc2ccccc2)cccc1[N+](=O)[O-] ?
ZTA counter: -28.6; PP5 inh: 5.7; EBNA-1 inhibitor: -4.7; Efflux pump inh: 0.0; HCV core dimer: 8.4; TPT1 inh: -1.5; PREPL inhibitor: 5.9; Fh CTSL1 inh: -0.5; PP1 inh: 12.1

What do the screens show for `CC(=O)Nc1ccc(SCC(=O)c2cc(C)ccc2C)cc1`?
ZTA counter: -25.9; PP5 inh: 2.9; EBNA-1 inhibitor: -3.9; Efflux pump inh: 0.1; HCV core dimer: -18.2; TPT1 inh: 17.8; PREPL inhibitor: 7.3; Fh CTSL1 inh: 2.8; PP1 inh: 3.2

What do the screens show for `Cc1ccc(C)c(CN2CCNC2=O)c1`?
ZTA counter: -9.6; PP5 inh: 1.7; EBNA-1 inhibitor: 8.8; Efflux pump inh: -0.1; HCV core dimer: -5.8; TPT1 inh: -1.6; PREPL inhibitor: 8.4; Fh CTSL1 inh: -4.2; PP1 inh: 1.0

What do the screens show for `CCOC(=O)N/N=C(/C)c1ccc(N2C(=O)C3CCCCC3C2=O)cc1` (centres undefined)?
ZTA counter: 13.6; PP5 inh: 3.3; EBNA-1 inhibitor: 1.9; Efflux pump inh: 0.2; HCV core dimer: -11.9; TPT1 inh: -1.3; PREPL inhibitor: 1.2; Fh CTSL1 inh: -2.0; PP1 inh: 5.7

What do the screens show for `COc1ccccc1NC(=O)Nc1ccnn1C1CCN(C(=O)c2cccnc2)CC1`?
ZTA counter: -12.8; PP5 inh: 0.8; EBNA-1 inhibitor: -1.5; Efflux pump inh: 0.1; HCV core dimer: -3.9; TPT1 inh: -4.5; PREPL inhibitor: 13.7; Fh CTSL1 inh: -0.7; PP1 inh: -3.2

What do the screens show for `Cc1cc(Nc2ccccc2C(=O)O)nc2nc3ccccc3c(=O)n12`?
ZTA counter: 6.9; PP5 inh: 0.3; EBNA-1 inhibitor: 4.8; Efflux pump inh: 0.1; HCV core dimer: -3.8; TPT1 inh: 1.0; PREPL inhibitor: -38.5; Fh CTSL1 inh: -1.1; PP1 inh: -0.7

Results for CCOC(=O)Nc1ccc2c(CN3CCN(S(=O)(=O)c4ccccc4)CC3)cc(=O)oc2c1 ?
ZTA counter: -7.1; PP5 inh: 3.4; EBNA-1 inhibitor: 1.1; Efflux pump inh: -0.2; HCV core dimer: 8.7; TPT1 inh: -1.4; PREPL inhibitor: 4.6; Fh CTSL1 inh: -1.2; PP1 inh: -0.7

How did O=C1CN(C(=O)COC(=O)c2cc(S(=O)(=O)N3CCOCC3)ccc2Cl)c2ccccc2N1 do in these assays?
ZTA counter: 2.7; PP5 inh: -0.4; EBNA-1 inhibitor: -3.3; Efflux pump inh: -0.2; HCV core dimer: 2.1; TPT1 inh: 0.4; PREPL inhibitor: 10.6; Fh CTSL1 inh: -3.9; PP1 inh: -3.3

Results for Cn1c(CN(O)S(=O)(=O)c2ccc(Cl)cc2)nnc1C(F)(F)F ?
ZTA counter: -4.5; PP5 inh: 2.9; EBNA-1 inhibitor: -0.6; Efflux pump inh: 0.0; HCV core dimer: -4.2; TPT1 inh: 0.9; PREPL inhibitor: -0.3; Fh CTSL1 inh: -2.5; PP1 inh: -3.6

What do the screens show for `COc1cccc(CN(C)CC(=O)Nc2sc3c(c2C#N)CCC3)c1`?
ZTA counter: 23.1; PP5 inh: 1.9; EBNA-1 inhibitor: 0.4; Efflux pump inh: 0.1; HCV core dimer: 7.0; TPT1 inh: 9.4; PREPL inhibitor: 3.2; Fh CTSL1 inh: 0.2; PP1 inh: -1.0

What do the screens show for `Cc1nc(/C=[N+](\[O-])C(C)(C)/C=N/O)n(O)c1C`?
ZTA counter: 10.0; PP5 inh: 0.0; EBNA-1 inhibitor: 4.7; Efflux pump inh: -0.3; HCV core dimer: -8.9; TPT1 inh: -1.7; PREPL inhibitor: -9.5; Fh CTSL1 inh: 4.6; PP1 inh: -2.1

What do the screens show for `CC(Sc1ccsc1[N+](=O)[O-])C(=O)N1CCN(c2ccccn2)CC1` (centres undefined)?
ZTA counter: -7.9; PP5 inh: 3.5; EBNA-1 inhibitor: -12.0; Efflux pump inh: 0.4; HCV core dimer: 1.3; TPT1 inh: 3.7; PREPL inhibitor: 17.6; Fh CTSL1 inh: 1.0; PP1 inh: -1.8

Results for COCCn1cnnc1SCC(=O)Nc1sccc1C(N)=O ?
ZTA counter: 8.0; PP5 inh: 1.2; EBNA-1 inhibitor: 7.1; Efflux pump inh: -0.1; HCV core dimer: 2.7; TPT1 inh: 0.1; PREPL inhibitor: 0.2; Fh CTSL1 inh: 4.2; PP1 inh: 1.1

Results for O=S(=O)(NCCc1ccccc1)c1ccc(F)cc1 ?
ZTA counter: -6.4; PP5 inh: 3.3; EBNA-1 inhibitor: -11.9; Efflux pump inh: 0.1; HCV core dimer: 0.6; TPT1 inh: -0.9; PREPL inhibitor: -13.9; Fh CTSL1 inh: 2.5; PP1 inh: -2.9

What do the screens show for `COc1ccc(C(=O)Nc2ccc(NC(=O)c3cccs3)cc2)cc1[N+](=O)[O-]`?
ZTA counter: -1.2; PP5 inh: -0.2; EBNA-1 inhibitor: -11.4; Efflux pump inh: -0.5; HCV core dimer: 3.3; TPT1 inh: -0.7; PREPL inhibitor: 4.9; Fh CTSL1 inh: -1.5; PP1 inh: 3.0

How did Cc1cc(C(=O)Nc2ccc3c(c2)OCCO3)c(C)o1 do in these assays?
ZTA counter: 5.7; PP5 inh: -0.6; EBNA-1 inhibitor: 6.5; Efflux pump inh: 0.1; HCV core dimer: -1.1; TPT1 inh: -0.4; PREPL inhibitor: 12.5; Fh CTSL1 inh: -5.5; PP1 inh: 0.2

Results for CC[C@H](C)[C@@H](C(=O)NCCCCCCCCCCC(=O)N1CCN(C(=O)OC(C)(C)C)CC1)n1cc(CCCCCNC(=O)OC(C)(C)C)nn1 ?
ZTA counter: 14.1; PP5 inh: 5.3; EBNA-1 inhibitor: 1.8; Efflux pump inh: -0.1; HCV core dimer: 9.1; TPT1 inh: -2.9; PREPL inhibitor: 0.5; Fh CTSL1 inh: 10.6; PP1 inh: 0.3

Results for Cc1c(C(=O)Nc2cc(S(=O)(=O)N3CCOCC3)ccc2N2CCN(C)CC2)oc2ccccc12 ?
ZTA counter: -11.8; PP5 inh: 0.8; EBNA-1 inhibitor: -7.6; Efflux pump inh: 0.3; HCV core dimer: 1.0; TPT1 inh: -3.2; PREPL inhibitor: 13.1; Fh CTSL1 inh: 3.7; PP1 inh: -0.7

Results for CCN(CC)S(=O)(=O)c1ccc2[nH]c(=O)cc(C(=O)NCc3ccccc3)c2c1 ?
ZTA counter: 10.2; PP5 inh: 1.1; EBNA-1 inhibitor: 5.8; Efflux pump inh: -0.3; HCV core dimer: 8.2; TPT1 inh: 2.9; PREPL inhibitor: -9.9; Fh CTSL1 inh: -1.2; PP1 inh: -1.5

What do the screens show for `COc1ccc(CCCc2nnc(SCC(=O)Nc3ccccc3F)o2)cc1`?
ZTA counter: 13.4; PP5 inh: 1.1; EBNA-1 inhibitor: 7.4; Efflux pump inh: -0.1; HCV core dimer: 2.1; TPT1 inh: -0.3; PREPL inhibitor: 1.3; Fh CTSL1 inh: 0.5; PP1 inh: 0.2

How did O=C(CNC(=O)c1ccc2c(c1)OCO2)Nc1ncccc1O do in these assays?
ZTA counter: 2.2; PP5 inh: -3.5; EBNA-1 inhibitor: 4.2; Efflux pump inh: -0.1; HCV core dimer: 0.5; TPT1 inh: -1.5; PREPL inhibitor: 2.7; Fh CTSL1 inh: 2.2; PP1 inh: 0.7
